Source: PubChem (several laboratories)
CTSL1 counter = cathepsin L1 inhibition, PFM18AAP counter-screen. recombinant F. hepatica cathepsin L1, Z-Leu-Arg-MCA fluorescence. inhibition, % at 5.96 µM. 300,000 compounds, 0.49% hits;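 active means inhibition above the mean of all tested compounds plus 3 SD, set per screening campaign, cut at about 17% in these data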;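 further: 0% = plate median of test compound wells and 100% = 1 µM Z-Phe-Ala-diazomethylketone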
LYPLA2 inh = LYPLA2 (human) inhibition in PME1 counter-screen. 320,000 compounds, 0.38% hits. AID 2177. O95372. inhibition, % at 5.9 µM. recombinant LYPLA2, FP-Rh probe fluorescence polarization;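 active means inhibition above the screen-wide mean plus 3 SD, limit set per campaign, cut at about 26% in these data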;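 further: 0% = LYPLA2 with DMSO and 100% = wells lacking LYPLA2 enzyme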
Target sequence (O95372 whole entry, looked up): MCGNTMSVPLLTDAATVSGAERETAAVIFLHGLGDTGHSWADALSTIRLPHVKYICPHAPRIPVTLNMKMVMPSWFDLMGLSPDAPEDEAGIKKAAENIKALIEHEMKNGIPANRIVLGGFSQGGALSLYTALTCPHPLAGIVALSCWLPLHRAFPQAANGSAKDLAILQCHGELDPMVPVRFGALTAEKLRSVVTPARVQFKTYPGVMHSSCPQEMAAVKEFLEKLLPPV
TPT1 inh = C. albicans TPT1 enzyme inhibition. recombinant caTPT1, FP RNA substrate dephosphorylation. inhibition, % at 5 µM. 300,000 compounds, 0.81% hits. AID 1962;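 active means inhibition above the mean of all tested compounds plus 3 SD, set per screening campaign, cut at about 24% in these data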;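 further: plate controls were DMSO alone for no effect and ferristatin control at 100 nM for full effect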
PP1 counter = PP1-alpha (human) inhibition in PP5 counter-screen; 320,000 compounds, 0.9% hits; inhibition, % at 6.7 µM; purified PP1alpha, OMFP fluorescence; P62136;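 active means inhibition above the mean inhibition of all tested compounds plus 3 SD, computed separately for each screening campaign, cut at about 15% in these data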
Target sequence (P62136 whole entry, looked up): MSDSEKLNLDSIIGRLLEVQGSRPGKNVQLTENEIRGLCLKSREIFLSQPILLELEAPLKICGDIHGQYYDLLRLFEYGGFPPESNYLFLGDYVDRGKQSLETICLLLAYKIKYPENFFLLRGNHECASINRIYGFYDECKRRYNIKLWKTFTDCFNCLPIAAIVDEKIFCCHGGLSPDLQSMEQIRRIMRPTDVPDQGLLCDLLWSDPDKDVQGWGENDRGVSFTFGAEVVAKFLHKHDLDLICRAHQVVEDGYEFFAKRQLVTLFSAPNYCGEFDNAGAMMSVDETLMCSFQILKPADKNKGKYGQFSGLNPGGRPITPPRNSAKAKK
PP5 inh = inhibitors of human protein phosphatase 5 (PP5) | 320,000 compounds, 0.18% hits | AID 1987 | P53041 | purified PP5c, OMFP substrate fluorescence | inhibition, % at 6.7 µM;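 active means inhibition above the campaign's mean inhibition across all tested compounds plus 3 SD, cut at about 9.5% in these data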;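 further: 0% = DMSO only and 100% = 100 µM cantharidin control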
core dimer inh = HCV core protein dimerization inhibition; TR-FRET GST/Flag-core106 dimerization, 1536-well; inhibition, % at 5 µM; 300,000 compounds, 0.33% hits;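 active means inhibition above the mean of all tested compounds plus 3 SD, set per screening campaign, cut at about 45% in these data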
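Assay system: GST-tagged and Flag-tagged HCV core protein residues 1-106 / Times: compound-protein-antibody incubation 4 h at 22.5 °C / Signal: time-resolved FRET, ex 340 nm, em 617 and 671 nm / Evaluation: % inhibition based on acceptor/donor emission ratio / Benchmarks: wells lacking GST-core106 and wells with excess unlabelled core106 / Repeats: singlicate, one well per compound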
Efflux pump mplx = blocks antifungal efflux pumps in multiplex yeast assay; S. cerevisiae Candida pump triplex, Nile Red efflux; inhibition, % at 10 µM; 330,000 compounds, 0.44% hits; AID 485275;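 active means plate passing quality check with inhibition over a set limit, or well fluorescence over plate mean plus 4 SD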;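 further: Nile Red retained in pooled yeast measured as flow cytometry median fluorescence; 0% = buffer negative control and 100% = Enniatin B positive control; higher means more Nile Red kept so more efflux inhibition; some compounds called inactive have numbers as strong as hits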
JMJD2C inh = blocks human GASC-1 demethylase activity; GST-JMJD2C(1-420) H3K9me3 demethylation, DELFIA europium; 330,000 compounds, 0.069% hits; AID 2099; inhibition, % at 2.35 µM;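 active means more than half of a compound's replicate wells show inhibition beyond 50%, single wells judged on their own value; inconclusive means some, but no more than half, of replicates pass 50% inhibition; inactive means no replicate passes 50% inhibition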;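 further: signal counts dimethyl H3K9 product captured on neutravidin plate; 0% = median of DMSO wells and 100% = 0.3 times that DMSO median; strong numbers were not always called active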
Target sequence (Q9H3R0 1-420 limits assumed): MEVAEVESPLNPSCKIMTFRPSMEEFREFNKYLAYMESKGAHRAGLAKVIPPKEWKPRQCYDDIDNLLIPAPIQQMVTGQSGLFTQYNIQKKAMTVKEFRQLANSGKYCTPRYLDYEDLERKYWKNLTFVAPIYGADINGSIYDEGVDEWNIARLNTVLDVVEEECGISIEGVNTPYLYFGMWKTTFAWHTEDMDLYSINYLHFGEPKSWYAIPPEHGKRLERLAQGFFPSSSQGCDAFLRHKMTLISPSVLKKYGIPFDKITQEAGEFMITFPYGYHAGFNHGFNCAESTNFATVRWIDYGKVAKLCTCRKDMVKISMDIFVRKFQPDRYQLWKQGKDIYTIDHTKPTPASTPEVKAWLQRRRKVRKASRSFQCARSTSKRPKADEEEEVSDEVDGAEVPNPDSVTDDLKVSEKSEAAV
PREPL inh = inhibitors of human prolyl oligopeptidase-like enzyme PREPL. Q4J6C6. inhibition, % at 5.96 µM. AID 2751. recombinant PREPL, fluorescence polarization activity-based probe. 320,000 compounds, 0.68% hits; in the data active means inhibition above about 43%;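 further: 0% = enzyme with DMSO and 100% = wells lacking enzyme; many of its hits are not listed in these tables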
The depositor's hits bear a star; u = inconclusive; x = not tested or not shown. Only part of the results is shown, so the mix of outcomes need not match the whole.

SMILES	CTSL1 counter	LYPLA2 inh	TPT1 inh	PP1 counter	PP5 inh	core dimer inh	Efflux pump mplx	JMJD2C inh	PREPL inh
N#Cc1ccccc1Sc1ccccc1C(=O)OCC(N)=O	9	1	-2	-2	-1.1	-1	-0.1	1	-3
O=C(Nc1cnccn1)c1ccc(F)cc1Cl	6	0	-3	0	-1.1	3	0.0	-10	-3
COc1ccc(N(CC(=O)NCc2ccncc2)S(=O)(=O)c2ccc(C)c([N+](=O)[O-])c2)cc1	1	0	-1	6	-3.4	-2	-0.2	-2	5
CCOc1ccc(S(=O)(=O)NCc2ccccn2)cc1NC(=O)c1ccccc1F	0	4	-2	1	3.5	12	0.1	4	-5
Cc1ccc(-n2nnnc2SCC(=O)N2CCNC2=O)cc1C	x	3	x	-2	-1.3	x	-0.1	-3	6
N#CCSc1nc2ccc(N3CCOCC3)cc2c(=O)n1CCc1ccccc1	-2	5	1	-1	2.0	-1	-0.1	-6	28
O=C(CCC(=O)Nc1cccc(Cl)c1)N/N=C/c1cc([N+](=O)[O-])ccc1O	7	3	-3	2	3.2	-2	0.4	12	7
Cc1cccc(OCc2nnc(SCC(=O)NCCc3ccccc3)o2)c1	6	2	-1	0	-1.5	-4	-0.1	-3	-11
CCCc1nc2oc3c(NCc4ccccn4)ncnc3c2c2c1COC(C)(C)C2	-8	-1	-1	-3	0.6	-2	0.0	u	-9
COc1ccc(C(=O)NCCc2cc3ccc(C)c(C)c3[nH]c2=O)cc1OC	2	7	-1	-2	1.9	-12	0.0	3	0
COc1ccc(-n2nnnc2SCC(=O)Nc2nnc(C)s2)cc1	3	4	-4	1	0.2	0	0.0	5	-10
COc1ccc(-c2c(C(C)=O)c(C)n(C)c2C)cc1	6	-7	0	-1	0.1	-6	0.0	5	-4
CC(C)OCC1CC(CC(=O)Nc2ccc([N+](=O)[O-])cc2)C(=O)O1 (configuration not stated)	3	3	-3	0	1.2	0	-0.1	-8	7
CCC1CCCCN1CCCNC(=O)CSc1nc2nc(C)c(Cc3ccccc3)c(C)n2n1 (configuration not stated)	-2	3	-1	0	1.3	-4	0.7	-7	27
O=[N+]([O-])c1ccc(CSc2nnc(Cc3ccccc3)n2-c2ccc(F)cc2)cc1	4	3	1	4	2.3	12	-0.1	-8	24
CC(C)c1nnc(NC(=O)c2cccc(-n3cnnn3)c2)s1	1	-3	-4	4	1.3	1	-0.1	-4	-1
CC(C)(C)C1(C)OC(C(=O)NC2CCCCC2)C(C(=O)NC2CCCCC2)O1 (configuration not stated)	0	-5	2	-2	3.7	-2	0.2	5	6
CCC(C)NC(=O)c1ccc(CNS(=O)(=O)c2ccc3c(c2)C(C)(C)C(=O)N3C)cc1 (configuration not stated)	0	0	-1	-3	-0.1	-5	-0.1	-7	8
Cc1ccc(S(=O)(=O)c2nc(-c3ccccc3F)oc2N2CC(C)OC(C)C2)cc1 (configuration not stated)	4	4	-3	3	1.9	3	-0.1	-3	-2
COc1ccc(-n2cnnc2SCC(=O)N2CCN(c3ccccc3)CC2)cc1	0	3	7	-2	2.8	4	0.3	3	2
C=CCN1C(=O)CC(C(=O)NC)SC1=Nc1ccc(C(=O)OCC)cc1 (configuration not stated)	-3	-5	-2	-2	2.2	-4	0.0	-1	-1
COc1ccc(C(=O)CC(=O)c2ccc(F)cc2)cc1	-1	-7	2	-2	0.6	-3	0.0	5	4
CCS(=O)CCSC(=N)N (configuration not stated)	-1	2	2	-8	-0.8	3	-0.1	0	0
Nc1c(N(CCC2=CCCCC2)C(=O)CCCOc2ccccc2)c(=O)[nH]c(=O)n1Cc1ccccc1	2	-1	-3	-1	-0.7	6	-0.1	5	0
CSc1ccc(CN2CCN(Cc3ccc([N+](=O)[O-])cc3)CC2)cc1	2	2	4	-3	-1.1	-1	0.1	-24	11
O=C(Oc1cccc(N2C(=O)C3C4c5ccccc5C(c5ccccc54)C3C2=O)c1)c1ccco1 (configuration not stated)	-25	2	-5	1	0.1	7	-0.3	9	-6
CCN(CC)/C(Sc1ccccc1)=C(\C(Cl)=C(Cl)Cl)[N+](=O)[O-]	-1	2	0	-3	-2.0	7	-0.1	4	-5
CC(=O)c1ccc(N2CCN(S(=O)(=O)c3ccc4c5c3CC(=O)N5CC(C)S4)CC2)cc1 (configuration not stated)	-5	3	0	0	-0.6	12	-0.1	3	15
COC(=O)CCC(=O)NNC(=O)c1ccc(Br)cc1	-6	-11	-1	8	2.2	6	1.0	-4	15
COc1cccc(NS(=O)(=O)c2ccc3c(c2)N(C(C)=O)CCS3)c1	2	2	-3	1	1.6	-1	-0.1	6	8
CCOC(=O)c1c(NC(=O)c2ccc(N3C(=O)[C@@H]4[C@H](C3=O)[C@H]3C=C[C@@H]4C3)cc2)sc2c1CC(C)CC2 (some centres not stated)	5	-6	-2	-2	1.5	-4	0.1	1	0
CC(=O)c1cc2c(cc1NC(=O)c1cc3nc(C(C)C)cc(C(F)(F)F)n3n1)OCO2	0	-6	-5	3	0.7	1	0.1	5	-5
CCO/C=C1\C(=O)N(c2ccccc2)C(=O)c2ccccc21	-4	-1	2	2	2.6	2	0.0	8	4
CCOc1ccc(C(=O)C(C)OC(=O)Cn2[nH]c(=O)c3ccccc3c2=O)cc1 (configuration not stated)	-28	-10	3	-14	-9.8	12	0.1	0	-11
Cc1cc([N+](=O)[O-])ccc1NC1CCCC1	5	3	2	5	3.4	-1	0.2	-2	0
CC(=O)N(C1=C(Cl)C(=O)c2ccccc2C1=O)C1CCCCC1	23*	3	2	-2	2.0	-1	0.4	-12	8
CC(=O)NC1=NN(C(C)=O)C(C)(CC(=O)OC(C)(C)C)S1 (configuration not stated)	-1	-3	2	-1	1.1	0	-0.1	-9	-8
Nc1ccccc1C#Cc1cnccn1	1	-1	-2	0	2.3	6	-0.1	4	0
CC(C)CN(C(=O)CSc1nnc2ccccn12)C1CCS(=O)(=O)C1 (configuration not stated)	x	0	x	-3	-1.0	x	-0.2	-10	3
Cc1ccsc1C(=O)NNC(=S)NC1CCCCC1	2	2	-4	-4	2.0	4	0.2	-6	3
COc1cccc2c1cc1c(=O)n(CC(=O)NCCCN3CCN(C)CC3)nc(C)n12	-2	2	-2	-2	0.4	-4	0.1	-4	-3
CCN1C(=O)C2C(c3cccc(F)c3)NC(C)(C(=O)OC)C2C1=O (configuration not stated)	-3	4	-4	5	1.0	-5	0.1	-8	11
O=C(NCc1ccc(F)cc1)c1ccc(CS(=O)(=O)c2ccc(Br)cc2)o1	-4	1	0	2	2.1	-2	0.0	0	-9
COc1cccc(N=C2C(=O)N3CCCc4cccc2c43)c1	-4	2	0	-3	1.4	28	0.3	-2	16
COc1ccc(-c2noc(CCCOc3ccc(Cl)cc3Cl)n2)cc1	-3	-6	6	-2	3.5	-4	-0.1	2	-14
C=CCNCc1ccc(C(=O)NCCCCCCC)cc1[N+](=O)[O-]	-2	-1	2	0	3.3	2	0.1	10	2
COc1ccc(CNC(=O)CSc2nc3ccc(C)cc3[nH]2)cc1	2	6	-3	-2	-0.1	8	0.1	8	-10
Cc1csc(NC(=O)CSc2nc(C)cs2)n1	-1	-1	1	-1	1.5	-5	-0.1	11	3
Nc1ccc2nc(-c3cccs3)[nH]c2c1	2	2	0	-4	-3.0	-16	0.0	1	2
Cc1ccc2nc(SCC(=O)NCc3ccco3)c(C)cc2c1	8	-1	-4	-1	1.4	10	-0.1	-4	10
CC1(C)CC(=O)c2cnc(NCC3CCCO3)nc2C1 (configuration not stated)	-1	-1	-6	-2	-0.2	-8	-0.1	-10	3
Cc1noc2ncnc(Sc3ccccc3Cl)c12	-4	10	-3	-3	0.1	-3	0.0	x	-1
CCOc1ccc(NC(=S)c2ccc3ccccc3n2)cc1	0	-3	1	-5	4.5	4	0.3	13	22
Cn1nc([N+](=O)[O-])nc1Oc1ccccc1F	9	0	-5	9	-2.9	-3	0.1	0	24
Cc1ccccc1S(=O)(=O)Oc1ccc2ccc(O)cc2c1	2	-10	-2	0	1.0	10	0.0	0	-9
CCCc1c(O)nc(SCCN(CC)CC)[nH]c1=O	0	2	-1	5	2.1	-3	0.0	9	3
CC(=O)N1CCN(c2ccc(NC(=O)c3cccc(C)c3)cc2)CC1	-2	7	3	2	-0.5	-4	0.2	0	23
CSc1nncn1/N=C/c1ccc2c(c1)OCO2	0	1	-1	5	1.3	1	-0.1	-4	-13
COC(=O)/C(=C\Nc1cccc(Cl)c1C)c1ncc(C(F)(F)F)cc1Cl	-3	1	-2	-2	1.5	3	0.1	0	12
CSc1nc2cc(Oc3cccc(Cl)c3Cl)c(Cl)cc2[nH]1	2	-48	0	1	-0.2	12	0.0	5	-18

Reprinted at random: 4 entries already listed, in no set order.
SMILES	CTSL1 counter	LYPLA2 inh	TPT1 inh	PP1 counter	PP5 inh	core dimer inh	Efflux pump mplx	JMJD2C inh	PREPL inh
C=CCNCc1ccc(C(=O)NCCCCCCC)cc1[N+](=O)[O-]	-2	-1	2	0	3.3	2	0.1	10	2
CC(=O)N1CCN(c2ccc(NC(=O)c3cccc(C)c3)cc2)CC1	-2	7	3	2	-0.5	-4	0.2	0	23
CCCc1c(O)nc(SCCN(CC)CC)[nH]c1=O	0	2	-1	5	2.1	-3	0.0	9	3
Cc1noc2ncnc(Sc3ccccc3Cl)c12	-4	10	-3	-3	0.1	-3	0.0	x	-1

Remaining list, next part:
SMILES	CTSL1 counter	LYPLA2 inh	TPT1 inh	PP1 counter	PP5 inh	core dimer inh	Efflux pump mplx	JMJD2C inh	PREPL inh
OCCNc1nc(NCCC2=CCCCC2)nc(N2CCOCC2)n1	-2	6	-4	2	3.3	-4	0.2	-7	1
Cc1cc(O)cc(O)c1C=NCc1ccco1	-1	6	-3	0	-0.3	9	-0.3	0	5
O=C1c2ccccc2CCCC12N=NCC2c1cccc2ccccc12 (configuration not stated)	3	-3	2	-1	-1.0	-4	0.2	-1	-11
CCN(CC)C(=O)C(=O)Nc1cc(C(F)(F)F)ccc1Cl	1	2	-3	0	4.4	3	0.1	148	9
CCOCCOC(=O)c1ccc(NC(=O)c2cc(OC)c(OC)c(OC)c2Br)cc1	-2	1	4	-1	-0.8	-4	0.6	30	8
COc1cc(/C=C2\N=C(c3c(-c4ccccc4)noc3C)OC2=O)ccc1OC(C)=O	1	-4	2	3	-0.2	24	0.1	1	10
S=C(Nc1ccc2cn[nH]c2c1)Nc1ccc(Cl)cc1Cl	2	7	-2	0	-1.0	3	0.1	-1	23
CCCCNC(=O)CS(=O)Cc1nc(-c2cccc(Cl)c2)oc1C (configuration not stated)	-4	3	3	-6	2.5	-12	0.1	0	1
N#Cc1c2c(c(NCc3ccco3)n3c1nc1ccccc13)CCC2	-10	1	2	-2	0.3	14	0.0	0	17
O=C(COC(=O)c1ccccc1-c1ccccc1[N+](=O)[O-])c1ccccc1	1	1	-3	1	1.4	3	-0.2	5	9
CCCCNC(=O)N1CCN(Cc2cccc(F)c2)CC1	0	-2	9	-1	4.7	-6	0.1	5	2
C=CCn1c(SCC(=O)N2CCCCC2)nnc1-c1ccncc1	3	7	1	0	-0.8	-4	0.0	12	1
O=C(O)CC(CC(=O)Nc1nncs1)c1ccccc1 (configuration not stated)	-4	3	-1	2	2.1	-1	0.1	35	-7
